Compound activity deposited in PubChem by National Center for Advancing Translational Sciences (NCATS).
uPA surface inh = inhibitors of cell surface uPA generation | Potency, µM (doses to about 38.3 µM), for inactives: at the highest dose activity change, negative = inhibition, actives largely listed as inhibitors | cell surface uPA generation assay, qHTS | AID 540303 | 0.31% of 330,000 active; active = well fitted inhibition curve with a large enough effect; inconclusive = small, poorly fitted or top-dose-only effect; inactive = no such curve, though single readings can be large or run the other way; tested in mouse RAW 264.7 cells; note: potency is the fitted concentration of half-maximal effect; nearly all actives have a fitted effect of over 55% in size
Eya2 inh = Eya2 (human) phosphatase inhibition. O00167. recombinant Eya2, OMFP fluorescence dephosphorylation (OMFP is methylfluorescein phosphate). Potency, µM (series often up to 76.9 µM), without a hit: at the top dose activity, negative = inhibition, hits mostly inhibitors. 0.006% of 330,000 active; note: potency is the fitted concentration of half-maximal effect
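Eya2 protein (added as 0.2 uM solution) was preincubated with compound for 10 min at ambient temperature in 50 mM HEPES pH 7.5, 50 mM NaCl, 5 uM MgCl2, 0.05% BSA, 1 mM DTT. OMFP (added at 50 uM) then reacted 10 min; fluorescence read at 485/525 nm.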
B2AR arrestin = recruits beta-arrestin to the human beta2-adrenergic receptor; Potency, µM (titrated, usually from 46.1 µM), for inactives: at the top dose activation, usual class: activators; beta-arrestin recruitment to beta2AR, cell-based reporter; 0.02% of 330,000 active; AID 492947; P07550;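 note: potency is the fitted concentration of half-maximal effect; 0% = DMSO controls and full agonism = EC100 isoproterenol or metaproterenol; nearly all actives have a fitted effect of over 65% in size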
PKM2 act = PKM2 (human) enzyme activation; purified PKM2, Kinase-Glo ATP luminescence, activation; response scale: 0% is enzyme alone, no compound; AID 1631; P14618; 0.34% of 260,000 active; Potency, µM (series often up to 57.5 µM), for inactives: at the top dose activation, hits mostly activators; note: potency is the fitted concentration of half-maximal effect; nearly all actives have a fitted effect of over 55% in size
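Kinase-Glo luminescence reports ATP generated from ADP (0.1 mM) and PEP (0.5 mM) by purified hPK-M2 after 1 h at room temperature, pH 7.2 imidazole buffer; intermediate enzyme activity allows detecting inhibitors and activators.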
FBPA coupling cs = counter-screen for Giardia aldolase inhibitors: coupling enzyme system. activity change, negative = inhibition, % at 58.2 µM, hits read low. coupling enzyme system counterscreen, AmpLite Red fluorescence. 0.67% of 290,000 active; in the data active = activity change below about -30%
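Activity here indicates interference with the coupling reaction, not aldolase inhibition. Compounds at 57.5 uM final met coupling enzymes for 10 min at RT; substrate and AmpLite Red detection followed, with a 525/598 nm fluorescence read after 20 min.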
KCNH2 3.1 inh = inhibitors of human KCNH2 3.1 potassium channel isoform | U2OS KCNH2 3.1, thallium flux FluxOr; active compounds read low | activity change, % (tested at about 1.8 µM) | 0.95% of 340,000 active | AID 720553;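 active = maximum activity change below -70%; inconclusive = maximum activity change from -70% to -50%; inactive = maximum activity change above -50%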;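 note: thallium influx rate constant from kinetic fluorescence after stimulation buffer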
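Measured as rate of thallium-driven FluxOr signal in transduced U2OS cells carrying the 3.1 channel, read kinetically for 2 min upon stimulation; values are rate constants scaled to DMSO control wells.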
Giardia kill = Giardia lamblia killing; Giardia lamblia trophozoite viability; activity change, % at 7.66 µM, hits read low; 0.15% of 340,000 active; AID 540267; in the data active = activity change below about -80%; inconclusive = between about -30% and that limit;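 note: parasites exposed to compound for two days anaerobically before the ATP read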
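Luminescence from cellular ATP indicates surviving trophozoites (100 cells/well) following 48 hrs anaerobic compound treatment at 37 deg C; signal develops 15-30 min at room temperature.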
GALK inhibitor = blocks human galactokinase activity. P51570. Purified GALK, Kinase-Glo residual ATP luminescence. Potency, µM (series often up to 57.5 µM), inactives show top-dose activity change, negative = inhibition, actives largely listed as inhibitors. 0.007% of 270,000 active. AID 1868; note: potency is the fitted concentration of half-maximal effect
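Luminescence from leftover ATP (Ultra-Glo luciferase/luciferin) served as read-out after a 1 h room-temperature reaction of 5 nM GALK with 35 uM ATP and 100 uM galactose.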
USP2a inh = inhibitors of human ubiquitin-specific protease USP2a | USP2 core, Ub-CHOP2 coupled fluorogenic reporter, 485/531 | Potency, µM (series often up to 38.3 µM), inactives show top-dose activity change, negative = inhibition, actives largely listed as inhibitors | 0.01% of 330,000 active;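 note: potency is the fitted concentration of half-maximal effect; plate controls were DMSO wells for no effect and full inhibition by NEM control for full effect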
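Deubiquitinase activity read as fluorescence (485/531 nm) after Ub-CHOP2 cleavage activates the enterokinase reporter on its substrate; USP2 core 10nM, Ub-CHOP2 and substrate 25nM each, 30min compound preincubation then 60min RT; data normalized to NEM, curves fitted.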
BCR signal inh = inhibitors of chronic active B-cell receptor signaling; ABC-DLBCL IkBa-CBG/CBR reporter, luminescence ratio, 4 h; Potency, µM (top dose mostly 46.1 µM), for the others: top-dose ratio change, negative = lower green/red ratio, hits mostly inhibitors; 0.05% of 340,000 active; active = well fitted inhibition curve with a large enough effect in the signal ratio, with a control signal flat, not every such curve was filed as active; inconclusive = small, poorly fitted or top-dose-only effect, or effect the other way, or a change in a side signal; the % refers to the signal ratio;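 note: potency is the fitted concentration of half-maximal effect; plate controls were basal doxycycline-induced cells for no effect and cells given 10 µM MG132 for full effect; MG132 reads +100%, hits lower the ratio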
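TMD8 ABC-DLBCL cells carrying doxycycline-inducible green luciferase fused to IkappaBalpha plus unfused red luciferase were exposed to compounds (up to 46 uM) for 4 hrs at 37C. Activity came from the overlap-corrected green/red luminescence ratio.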
KCNH2 WT inh = blocks the wildtype human KCNH2 potassium channel; Q12809; U2OS, BacMam KCNH2, thallium flux FluxOr; active compounds read low; activity change, % at 1.84 µM; 0.37% of 340,000 active; AID 720551;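 active = maximum activity change below -70%; inconclusive = maximum activity change between -70% and -50%; inactive = maximum activity change above -50%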
Target sequence (Q12809 whole entry, looked up): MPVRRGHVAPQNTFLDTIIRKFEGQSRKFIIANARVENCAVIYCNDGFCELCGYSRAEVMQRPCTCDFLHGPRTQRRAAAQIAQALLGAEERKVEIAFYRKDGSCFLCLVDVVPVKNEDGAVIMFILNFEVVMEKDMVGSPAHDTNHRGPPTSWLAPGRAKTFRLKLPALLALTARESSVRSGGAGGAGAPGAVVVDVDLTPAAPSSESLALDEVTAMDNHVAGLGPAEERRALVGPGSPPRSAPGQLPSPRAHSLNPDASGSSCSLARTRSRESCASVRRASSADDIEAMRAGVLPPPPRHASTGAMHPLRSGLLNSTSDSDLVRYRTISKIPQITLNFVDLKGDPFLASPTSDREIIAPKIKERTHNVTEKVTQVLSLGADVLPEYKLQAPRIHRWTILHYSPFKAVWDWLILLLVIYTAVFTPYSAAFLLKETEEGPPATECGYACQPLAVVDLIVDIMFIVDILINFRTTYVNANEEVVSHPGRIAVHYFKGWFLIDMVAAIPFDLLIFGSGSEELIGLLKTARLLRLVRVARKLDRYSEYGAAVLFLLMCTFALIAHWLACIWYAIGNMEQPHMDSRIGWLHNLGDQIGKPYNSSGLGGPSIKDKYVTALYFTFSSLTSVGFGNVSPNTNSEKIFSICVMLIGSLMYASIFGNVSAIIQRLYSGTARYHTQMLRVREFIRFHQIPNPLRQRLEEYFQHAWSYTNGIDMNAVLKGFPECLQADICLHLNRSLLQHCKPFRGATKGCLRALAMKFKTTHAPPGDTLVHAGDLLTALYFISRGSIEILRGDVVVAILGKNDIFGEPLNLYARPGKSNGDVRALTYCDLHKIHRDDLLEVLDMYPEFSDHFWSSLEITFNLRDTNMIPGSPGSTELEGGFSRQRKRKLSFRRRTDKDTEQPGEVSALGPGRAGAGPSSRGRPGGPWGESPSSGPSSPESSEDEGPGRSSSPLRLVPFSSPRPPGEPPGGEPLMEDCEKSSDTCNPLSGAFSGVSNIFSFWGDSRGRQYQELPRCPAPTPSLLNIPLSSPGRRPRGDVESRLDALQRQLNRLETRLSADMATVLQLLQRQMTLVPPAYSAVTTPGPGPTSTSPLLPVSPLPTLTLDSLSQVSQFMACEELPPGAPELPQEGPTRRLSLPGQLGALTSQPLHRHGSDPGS
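U2OS cells transduced with wild-type KCNH2 virus are loaded with FluxOr dye for 45 min, and thallium flux is measured in kinetic reads before and after stimulation buffer. Rate constants are normalized to DMSO controls.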
* hit, by the source's call; ? = inconclusive; nt = no result given; [ ] = another dose, or the depositor's remark. Unless noted, calls come from the whole dose curve; as a rule, active = well fitted curve in the direction sought with a large enough effect; inconclusive = small, poorly fitted or top-dose-only effect, or another doubt; inactive = no such curve, though single readings can be large; an effect the other way counts as inactive or inconclusive. Unless noted, % is set by controls: 0 for no effect and ±100 for the full control effect.

SMILES	uPA surface inh	Eya2 inh	B2AR arrestin	PKM2 act	FBPA coupling cs	KCNH2 3.1 inh	Giardia kill	GALK inhibitor	USP2a inh	BCR signal inh	KCNH2 WT inh
CC(C)c1ccc(NC(=O)CNS(=O)(=O)c2ccc(F)cc2)cc1	1.8%	9.0%	0.2%	-4.6%	-0.9	2.5	22.1	-1.7%	7.2%	8.3%	4.1
Cc1ccc(Cl)c(OCC(=O)Nc2sc(C)c(C)c2C#N)c1	-0.6%	-7.9%	-0.9%	8.2%	1.5	-8.6	11.7	-1.6%	1.3%	3.4%	-5.2
O=C(Nn1cnnc1)c1ccc(Cl)cc1	70.6%[activator]	-2.6%	-0.5%	-1.0%	4.9	11.0	-8.6	3.1%	-0.9%	4.9%	-2.5
COc1ccc(/C=C2\SC(N3CCCCC3)=NC2=O)cc1OC	0.9%	-12.3%	-0.7%	nt	0.9	-6.5	11.7	3.5%	-3.6%	?	-0.4
COc1ccc(N(CC(=O)NN=C2CCCC2)S(=O)(=O)c2ccccc2)cc1Cl	5.2%	-3.7%	-0.2%	5.5%	0.6	-14.5	10.6	1.6%	6.5%	-6.2%	-20.7
CN(Cc1cnccn1)C(=O)C1CCC(=O)N(CCc2ccccc2)C1 (stereo unspecified)	-10.9%	6.3%	-0.8%	2.2%[0.46 µM]	-1.4	-5.7	10.3	0.6%	2.5%	2.0%	-8.8
O=C(Nc1ccccn1)c1ccc(NC(=O)c2ccco2)cc1	-2.2%	-0.2%	-0.6%	-18.7%	-6.1	-2.8	?	2.7%	-6.3%	?	-4.7
Cc1nc2ccccc2c(=O)n1/N=C/c1ccc(O)c(O)c1O	-15.9%	-3.0%	-0.3%	nt	-44.7*	3.6	-3.2	-0.2%	-24.4%	-0.4%	-6.3
CCCC(C)C(=O)Nc1nc(C)c(-c2csc(Nc3ccc(Cl)cc3)n2)s1 (stereo unspecified)	?	10.8%	-0.4%	-0.4%	-1.8	24.9	9.2	-2.9%	2.3%	?	-3.6
CCSc1nnc(NC(=O)C2Cc3ccccc3CN2C(=O)c2ccco2)s1 (stereo unspecified)	1.2%	-5.5%	-0.4%	7.8%	0.9	-1.4	16.7	-1.4%	-2.6%	1.0%	-3.6
Cc1ccn2cc(CNC(=O)c3ccc(Br)o3)nc2c1	0.8%	6.3%	0.2%	6.7%	-0.5	-14.2	17.3	2.5%	-0.6%	20.8%	0.0
CC(CN1CCCC1)OC(=O)Cc1ccc(Cl)cc1 (stereo unspecified)	1.4%	10.9%	-0.6%	5.7%[11.5 µM]	0.4	4.6	9.0	-3.0%	-0.5%	-1.7%	-17.0
Cc1cc(C)n(CC(=O)NNC(=O)C2CC(=O)N(Cc3ccccc3Cl)C2)n1 (stereo unspecified)	7.9%	4.1%	-0.3%	-3.4%	nt	-5.1	15.2	-1.1%	-2.1%	0.2%	17.8
CC1CCN(C(=O)Cn2c3ccc(F)cc3c3nc4n(c(=O)c32)CCCS4)CC1	-17.6%	0.1%	-0.1%	nt	nt	11.3	1.4	0.6%	2.2%	0.6%	-1.4
CCc1ccc2[nH]c3nc(SCC(=O)NNC(=O)c4ccc(C(C)(C)C)cc4)nnc3c2c1	nt	-7.0%	-0.2%	1.7%	1.0	1.6	5.9	1.9%	2.0%	?	10.7
O=C(Nc1ccc(-c2nc3cccnc3s2)cc1)c1ccco1	?	8.7%	0.0%	-13.8%	0.1	-4.5	-10.1	1.1%	-0.4%	?	0.5
COCCNC(=O)c1ccccc1NC(=O)c1cccc([N+](=O)[O-])c1C	-3.4%	0.5%	0.0%	0.9%	1.3	-37.1	16.8	-0.5%	2.6%	4.5%	-9.5
CC1(C)Cc2c(C#N)c(N)sc(=S)c2CO1	-8.0%	-2.1%	0.2%	2.1%	-18.5	-15.1	-5.9	11.6%	-1.6%	5.1%	-15.5
Cc1ccc(C)c(-n2nnnc2SCC(=O)c2ccc3c(c2)NC(=O)CO3)c1	-0.8%	7.6%	0.0%	14.1µM*	3.6	14.7	-1.0	-0.7%	-0.2%	0.0%	0.5
COc1ccnc(Oc2ccc3ccccc3c2)c1C#N	0.0%	12.0%	-0.5%	-1.3%	-0.2	-7.5	-0.6	-0.8%	1.9%	?	-6.3
CCn1c(SCC(=O)Nc2ncc(C(F)(F)F)cc2Cl)nnc1-c1cccc(C)c1	-1.5%	7.6%	-0.5%	1.2%	4.9	9.4	-3.5	1.0%	4.8%	-3.4%	3.3
NC1(N)OC(CN2C(=O)c3ccccc3C2=O)CS1 (stereo unspecified)	-3.7%	13.2%	-0.2%	0.7%	3.2	2.3	-2.4	-0.2%	-0.2%	-2.4%	3.1
O=C1CSc2nc3ccccc3n21	nt	-12.7%	-1.2%	-4.2%	0.4	1.4	0.7	-1.3%	2.5%	?	11.1
CCCNC(=O)Cn1c(=O)n(CC(=O)N2CCCCC2)c(=O)c2sccc21	6.6%	?	-0.3%	nt	nt	-2.7	2.4	6.0%	-1.5%	-5.7%	-9.1
Cc1nn(C(C)(C)C)c(NC(=O)c2ccc(Cl)cc2Cl)c1Br	-8.2%	-7.6%	-0.1%	-2.2%	-5.6	5.9	1.3	0.0%	-1.5%	4.9%	-1.2
COc1ccc(S(=O)(=O)N2c3ccccc3NC(=O)CC2C)cc1 (stereo unspecified)	0.8%	6.4%	-0.7%	-1.8%	0.0	8.2	0.0	-0.2%	0.5%	1.4%	-6.5
CC(SC1CCCC1)C(=O)Nc1ccnn1C(C)C (stereo unspecified)	-1.5%	1.9%	-4.4%	0.8%	-1.1	-4.2	-26.4	-0.8%	1.0%	3.3%	-5.7
CCc1cccc(CC)c1NC(=O)C1CC(=O)N(c2ccc3c(c2)OCCO3)C1 (stereo unspecified)	-1.2%	-13.0%	-0.3%	-2.1%	0.6	13.2	16.8	-1.0%	4.3%	?	4.4
COc1ccc(NC(=O)CSc2ncccn2)cc1S(=O)(=O)N1CCCCC1	0.8%	-2.4%	0.0%	nt	nt	13.8	-0.5	nt	0.0%	0.3%	-2.7
CSCCC(NS(=O)(=O)c1ccccc1F)C(=O)NCc1cccs1 (stereo unspecified)	-0.4%	5.0%	0.0%	nt	nt	11.0	-22.1	nt	3.0%	7.6%	3.4
Cc1ccc(OCc2nc(C#N)c(N3CCN(Cc4ccccc4)CC3)o2)cc1	5.0%	-34.1%	-0.2%	3.3%	1.7	-7.9	1.1	-1.4%	2.7%	0.2%	1.7
CCN(Cc1ccccc1)C(c1cc2ccc(C)cc2[nH]c1=O)c1nnnn1CCOC (stereo unspecified)	-1.1%	13.3%	6.0%	-0.1%	-0.8	-16.0	-17.3	1.4%	4.3%	-9.3%	1.9
Cc1ccc([C@@H]2CC=C(C(=O)O)[C@H](c3ccccc3F)N2S(=O)(=O)c2ccccc2C)cc1	-8.4%	-12.3%	-1.3%	nt	nt	-4.1	?	nt	-0.8%	-0.1%	-4.2
CC(C)(C)c1ccc(CCC2OCC(CN3CCOCC3)O2)cc1 (stereo unspecified)	-1.6%	-20.5%	0.4%	-1.1%	-0.8	-1.4	-6.0	14.3%	-3.6%	?	1.0
COc1ccc(S(=O)(=O)c2c(O)c3ccc(C(=O)Nc4ccccc4Cl)cc3[nH]c2=O)cc1	2.4%	6.6%	0.2%	nt	16.5	-3.9	-27.0	1.3%	0.6%	-4.1%	-0.3
COc1ccccc1N1CCN(C(=O)c2ccccc2N(C)S(=O)(=O)c2ccc(C)cc2)CC1	13.6%	-8.3%	-1.2%	-3.6%	nt	7.7	15.3	-8.4%	-0.1%	-6.4%	-1.5

Marked active in PKM2 act, among the entries above:
Molecule,uPA surface inh,Eya2 inh,B2AR arrestin,PKM2 act,GALK inhibitor,BCR signal inh
Cc1ccc(C)c(-n2nnnc2SCC(=O)c2ccc3c(c2)NC(=O)CO3)c1,-0.8%,7.6%,0.0%,14.1µM*,-0.7%,0.0%

Next section:
SMILES	uPA surface inh	Eya2 inh	B2AR arrestin	PKM2 act	FBPA coupling cs	KCNH2 3.1 inh	Giardia kill	GALK inhibitor	USP2a inh	BCR signal inh	KCNH2 WT inh
O=C(CN1CCN(Cc2cccc(Cl)c2)C1=O)NCC1CCCO1 (stereo unspecified)	2.3%	-0.9%	0.0%	4.9%	0.4	16.2	-1.8	3.1%	1.6%	-3.2%	0.2
O=C1CN(C(=O)COC(=O)c2ccc[n+]([O-])c2)c2ccccc2N1	-3.4%	-2.4%	0.2%	5.4%	3.1	6.3	9.2	-2.0%	-1.1%	?	-7.1
COC(=O)c1cc(NCc2ccc3c(c2)OCO3)ccc1N1CCOCC1	6.1%	3.1%	-0.7%	1.0%	-10.1	-15.9	-8.6	0.0%	1.2%	-0.3%	27.2
CCCC[N+](CC#CCO)(CC#Cc1ccccc1)CCCC	-4.2%	-2.8%	-0.5%	2.0%	1.9	-2.5	-5.2	-2.1%	2.8%	-6.9%	-1.5
